# High-throughput results as filed in PubChem BioAssay.
# BoNT A protease – BoNT A light chain protease inhibition. inhibition, % at 10 µM. multiplex microsphere protease substrate cleavage, flow cytometry. 0.17% of 360,000 active; in the data active = inhibition above about 30%; inconclusive = no clear call, values can overlap the other calls; note: plate controls were buffer without enzyme for full effect and enzyme alone for no effect
# CCHFV vOTU inh – CCHFV vOTU protease inhibition. AID 651958. Pep-AMC fluorescence. inhibition, % at 11.5 µM. 0.55% of 370,000 active; note: 0% = vehicle wells with enzyme and 100% = no enzyme wells
# PrPC TRFRET – inhibitors of human cell surface prion protein PrPC; P04156; 0.43% of 370,000 active; inhibition, % at 13.8 µM; TR-FRET read-out; in the data active = inhibition above about 24%; note: 0% = median of the test wells and 100% = reference compound wells
# BoNT F protease – inhibitors of Botulinum neurotoxin F light chain protease; inhibition, % at 10 µM; 0.22% of 360,000 active; AID 588497; Multiplex microsphere protease cleavage assay, flow cytometry; in the data active = inhibition above about 35%, passing the limit was not always enough; inconclusive = no clear call, values can overlap the other calls; note: plate controls were buffer without enzyme for full effect and enzyme alone for no effect
# Mtb BioA inh – inhibitors of Mycobacterium tuberculosis BioA enzyme; purified M. tuberculosis BioA enzyme, plate reader; inhibition, % at 9.99 µM; 0.096% of 360,000 active; in the data active = inhibition above about 40%; inconclusive = no clear call, values can overlap the other calls
# FadD28 FP inh – M. tuberculosis FadD28 bisubstrate binding inhibition; FadD28 bisubstrate probe binding, fluorescence polarization; AID 588549; 0.22% of 360,000 active; inhibition, % at 12.5 µM; in the data active = inhibition above about 8.5%, passing the limit was not always enough; inconclusive = no clear call, values can overlap the other calls
# Mtb UGM inh – inhibitors of M. tuberculosis UDP-galactopyranose mutase; P9WIQ1; purified UGM, fluorescence polarization probe displacement; inhibition, % at 10 µM; 0.06% of 320,000 active; AID 504406; in the data active = inhibition above about 10%, passing the limit was not always enough; inconclusive = no clear call, values can overlap the other calls
# Target sequence (P9WIQ1 whole entry, looked up): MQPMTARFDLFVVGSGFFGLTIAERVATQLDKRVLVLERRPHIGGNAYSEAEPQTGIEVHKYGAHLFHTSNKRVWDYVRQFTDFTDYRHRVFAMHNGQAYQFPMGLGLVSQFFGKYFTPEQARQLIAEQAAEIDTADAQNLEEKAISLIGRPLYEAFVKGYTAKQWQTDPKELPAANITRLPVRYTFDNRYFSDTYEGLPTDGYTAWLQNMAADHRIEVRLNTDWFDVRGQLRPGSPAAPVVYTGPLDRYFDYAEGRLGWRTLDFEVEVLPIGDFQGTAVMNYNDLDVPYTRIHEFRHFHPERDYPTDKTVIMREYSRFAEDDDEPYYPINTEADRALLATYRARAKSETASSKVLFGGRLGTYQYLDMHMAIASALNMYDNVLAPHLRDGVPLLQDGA
# GDH-TPI inh – inhibits GDH-TPI coupling enzymes, artifact for Mtb FBA screen. inhibition, % at 4.8 µM. GDH-TPI coupled enzyme counterscreen, NADH absorbance. 1.2% of 360,000 active;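 note: 0% = DMSO wells and 100% = wells lacking the enzyme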
# Mtb FBA inh – Mtb fructose-bisphosphate aldolase inhibition; 2.3% of 360,000 active; P9WQA3; inhibition, % at 1 µM; AID 588726; purified M. tuberculosis FBA, fluorescence read-out; in the data active = inhibition above about 27%;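 note: 0% = vehicle and 100% = reference inhibitor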
# Target sequence (P9WQA3 whole entry, looked up): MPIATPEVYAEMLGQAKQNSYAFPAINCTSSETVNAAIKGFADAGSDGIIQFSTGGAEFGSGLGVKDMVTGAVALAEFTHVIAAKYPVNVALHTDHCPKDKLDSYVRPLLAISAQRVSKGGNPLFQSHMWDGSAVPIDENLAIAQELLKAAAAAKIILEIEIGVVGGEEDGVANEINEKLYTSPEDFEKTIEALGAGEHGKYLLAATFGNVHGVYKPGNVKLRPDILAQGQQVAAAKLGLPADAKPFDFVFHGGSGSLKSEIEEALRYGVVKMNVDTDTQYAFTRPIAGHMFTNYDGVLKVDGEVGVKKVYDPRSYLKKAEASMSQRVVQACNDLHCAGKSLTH
# Starred values were filed as active, the others as inactive; u = inconclusive; x = not tested or not shown. Cut-off read from the data, not from the text of the source, unless noted: active = inhibition above about 30%; inactive = the rest.
SMILES,BoNT A protease,CCHFV vOTU inh,PrPC TRFRET,BoNT F protease,Mtb BioA inh,FadD28 FP inh,Mtb UGM inh,GDH-TPI inh,Mtb FBA inh
CCCCN(C(=O)Cn1nnc2ccccc21)C(C(=O)NCCOC)c1cccs1 (configuration not stated),-0.5,-7,-7,-2,1.9,-4.2,2.1,-5,0
CC(=NO)c1ccc2c(c1)Cc1cc([N+](=O)[O-])ccc1-2,0.2,10,-20,-7,x,-1.1,x,12,0
N#Cc1ccccc1OCC(=O)N1CCN(CC(=O)Nc2ccc(F)cc2)CC1,-1.3,11,-14,8,-2.3,-1.7,x,5,0
C=Cn1cc(CNC[C@H]2O[C@@H](n3cc(C)c(=O)[nH]c3=O)C[C@@H]2O)c(C)n1,-0.6,0,-15,-9,0.2,-2.3,x,-2,-3
NNC(=O)c1ccc(COCC(F)(F)C(F)F)cc1,0.2,0,8,u,x,-1.3,3.5,-1,2
O=C(CC12CC3CC(CC(C3)C1)C2)NCc1ccncc1,-1.0,3,5,-3,-1.3,-1.9,2.1,10,2
COc1ccc(Cc2nc3c([nH]2)c(=O)n(C)c(=O)n3C)cc1OC,-0.5,3,-1,-7,1.2,-3.6,x,1,-2
Cc1ccc(-c2nc3c4ccccc4ccn3c2CC2CCCCC2)cc1,1.3,16,-6,-2,x,x,x,x,x
O=S(=O)(N/N=C\C=C\c1ccccc1)c1ccc(Br)cc1,0.2,21,0,-8,-0.5,2.2,-0.2,39*,-2
Cc1cc(NC(=O)c2ccc(Cl)cc2Cl)n(-c2ccccc2)n1,0.4,3,-4,-2,1.6,-0.4,-1.9,-1,0
O=C(NCc1ccccn1)c1ccc(S(=O)(=O)Nc2ccccc2F)cc1,1.3,-6,2,-8,1.7,-0.8,0.5,5,4
CCOc1ccc(CCNC(=O)CCC(=O)Nc2ccc3nc(N4CCN(C)CC4)cc(C)c3c2)cc1OCC,0.3,-17,1,8,-1.1,-3.6,1.9,-6,9
O=C(O)/C=C/c1ccccc1Oc1ccc(Cl)cc1Cl,-3.9,5,2,-26,1.7,-7.4,3.5,2,3
CC(C)(C)S(=O)N1Cc2cc(C(=O)NCc3ccc4c(c3)OCO4)nc(-c3cccc(-c4ccncc4)c3)c2[C@H]1CCO (some centres not stated),-0.6,-1,1,-24,6.4,-5.4,x,x,0
CCOC(=O)N1CCN(C(=O)c2ccc(NS(=O)(=O)c3ccc(F)cc3)cc2)CC1,-0.3,16,-1,-1,x,-2.6,1.5,1,4
CCOc1ccc(CCNC(=O)CN2C(=O)NC3(CCCCCC3)C2=O)cc1OCC,0.6,12,2,2,0.0,x,2.5,-1,-2
O=C(Nc1ccc(C(F)(F)F)cc1)C1(c2ccccc2)CC1,0.3,23,1,2,x,2.1,1.7,-1,0
CN(C)S(=O)(=O)N1CCN(C(=O)N2CCCCCC2)CC1,-0.1,-5,-2,7,2.9,0.9,-0.1,2,2
CC1CN(Cc2ccccc2)c2nc3c(c(=O)n(CC(=O)O)c(=O)n3C)n2C1 (configuration not stated),x,-8,2,x,2.8,-1.9,0.2,3,-3
CCc1cc2c(SCC(=O)Nc3ccc(NC(C)=O)cc3)ncnc2s1,-1.4,-15,6,-1,0.1,-1.3,-0.3,3,2
NC(=O)CC(NC(=O)Cc1cccc2ccccc12)c1ccc(NCCOc2ccccc2)c([N+](=O)[O-])c1 (configuration not stated),-0.2,9,-13,-7,2.9,0.2,0.2,15,0
CCSc1nc(-c2ccc(OC)cc2)cc(-c2ccccc2)c1C#N,2.3,16,-6,-3,-1.4,0.0,-1.5,6,1
C=C1C(=O)CC2=C1[C@](Cc1ccc(F)cc1)(C(=O)OC)N(C(=O)c1ccccc1)C2,-0.2,2,-3,0,x,x,x,x,x
CC(=O)NC(CCS(C)(=O)=O)C(=O)N1CCc2ccccc21 (configuration not stated),-0.1,-18,-1,-4,0.4,u,-0.7,2,-3
Cc1ccc(S(=O)(=O)N(C)C)cc1NC(=O)COC(=O)/C=C/c1ccc2ccccc2n1,-0.2,0,4,0,x,-3.0,0.2,24,3
Cc1cc(N2CCN(C(=O)c3ccco3)CC2)nc(-c2ccccc2)n1,1.3,5,-5,4,3.8,-1.2,1.2,3,3
CCS(=O)(=O)N1CCC2(CC1)OCCN2S(=O)(=O)c1ccccc1,-0.4,-6,9,5,-0.2,-1.2,x,-2,0
O=C(O)c1ccc2c(=O)n3c(nc2c1)/C(=C/c1ccccc1Br)CC3,2.3,6,-8,9,20,-12,0.1,14,3
CC(C)(C)c1ccc(C(=O)NCCC(=O)NNC(=O)COc2ccc(F)cc2)cc1,0.0,-2,3,-1,-0.6,-1.5,0.5,-1,0
O=C(CNC(=S)N(Cc1ccc(F)cc1)C1CCCCC1)NC1CC1,-0.3,6,5,0,x,-2.2,-0.9,5,-3

# Among those listed so far, 2 contain an aryl methoxy group:
SMILES,BoNT A protease,CCHFV vOTU inh,PrPC TRFRET,BoNT F protease,Mtb BioA inh,FadD28 FP inh,Mtb UGM inh,GDH-TPI inh,Mtb FBA inh
COc1ccc(Cc2nc3c([nH]2)c(=O)n(C)c(=O)n3C)cc1OC,-0.5,3,-1,-7,1.2,-3.6,x,1,-2
CCSc1nc(-c2ccc(OC)cc2)cc(-c2ccccc2)c1C#N,2.3,16,-6,-3,-1.4,0.0,-1.5,6,1

# Next entries follow.
SMILES,BoNT A protease,CCHFV vOTU inh,PrPC TRFRET,BoNT F protease,Mtb BioA inh,FadD28 FP inh,Mtb UGM inh,GDH-TPI inh,Mtb FBA inh
CN1CCN(C(CNS(=O)(=O)c2ccc(Cl)cc2)c2cccnc2)CC1 (configuration not stated),-0.2,-19,-5,-8,-0.3,-2.2,0.5,4,-1
C=CCOc1ccc(/C(O)=C2/C(=O)C(=O)N(CCN3CCOCC3)C2c2ccc(C)cc2)cc1 (configuration not stated),2.1,-2,3,17,0.3,-2.3,0.0,1,-3
COc1ccc2cc(C(=O)NCC(=O)O)sc(=O)c2c1OC,-0.7,1,-20,-2,-1.0,-2.2,x,18,3
Cc1cnn(C(=O)Cn2nc(C(F)F)c(Br)c2C)c1,0.6,7,2,7,-2.4,-2.7,x,-2,-1
CCCC(C)C(=O)Nc1cccc(NC(C)=O)c1 (configuration not stated),0.5,7,7,3,-0.2,0.1,4.8,4,7
COc1ccc(N2CCN(C(CNC(=O)c3cccc(Cl)c3)c3cccnc3)CC2)cc1 (configuration not stated),0.0,2,1,-2,3.7,-1.0,-0.6,2,0
COc1cccc2c(=O)n(CC(=O)NC3CCCCC3)ccc12,-1.2,-3,-1,-10,-0.5,-3.7,-0.7,7,3
COc1cccc(-c2nc(CCl)cs2)c1,1.3,-12,2,1,0.5,-2.0,0.9,2,7
CCCNc1nc2c(c(=O)n(C)c(=O)n2C)n1Cc1cccc(C)c1,0.3,-11,19,5,x,-3.7,2.5,2,-2
Cc1cccc(OCc2nnc(SCC(=O)N(C)C3CCCCC3)o2)c1,-0.3,4,11,-12,0.5,0.1,x,-7,2
COc1ccc(/C=N/NC(=O)Cc2ccc(Cl)cc2)cc1OC,-0.2,-6,1,-2,x,-3.9,-2.7,8,0
O=C(Nc1ccccn1)c1ccc2c(c1)OCO2,0.0,-6,3,-2,-0.2,-3.4,-2.8,-6,-2
COc1ccc(OC)c(NC(=O)C(C#N)=Cc2ccco2)c1,-0.3,5,-11,-4,-1.0,-1.6,x,20,2
COc1ccc(N2C(=O)C3CCCN3C2c2ccccc2)cc1 (configuration not stated),0.3,-9,6,-1,-3.0,1.2,-2.6,16,2
O=C(CCCCn1c(=O)c2ccccc2n(Cc2ccccc2)c1=O)NC1CCN(Cc2ccccc2)CC1,-0.8,-17,-8,-5,-0.2,-4.1,0.0,11,2
CCCCCn1c(=S)[nH]c2ncccc2c1=O,0.5,-7,-1,-6,-0.9,-1.8,-0.3,8,-5
Cc1ccccc1OCC(=O)OCC(=O)NCc1ccc2c(c1)OCO2,-0.6,6,2,2,-0.3,-0.8,0.2,-1,0
C/C(=N\Nc1ccc([N+](=O)[O-])cc1[N+](=O)[O-])c1cccnc1,-3.2,9,-19,-12,x,-15,-0.6,1,-6
COc1ccccc1OCCNC(=O)CNC(=O)c1ccc(Cl)c(Cl)c1,-1.0,-6,-2,-3,x,-0.7,-1.2,-6,-2
CCOC(=O)[C@H]1[C@H]2COc3ccc(OC)cc3[C@@H]2N2C(=O)c3cc(F)c(F)cc3NC(=O)[C@@]12C,0.0,2,2,-3,3.0,0.6,-4.0,-9,2
COc1ccc(C(=O)Nc2nc3c(s2)CCCC3)cc1S(=O)(=O)N1CCCc2ccccc21,-1.0,4,28*,-9,0.3,-1.4,-3.0,20,2
Cc1ccc(OCC(=O)Nc2cc(C(=O)O)cc(C(=O)O)c2)cc1C,-0.9,5,6,3,-0.3,-1.3,0.5,-5,1
COc1ccc(C2CCCN2C(=S)Nc2ccc(C)c(C)c2)cc1OC (configuration not stated),0.4,-9,2,6,-0.7,-0.3,1.0,-7,6
Cc1c(C(=O)C(=O)N2CC=C(c3ccccc3)CC2)c2ccccc2n1C,2.1,10,15,-3,x,-2.3,1.7,8,2
O=C(O)C(Cc1cn[nH]n1)=NO,0.0,x,x,28,-1.4,-2.8,-2.9,6,1
COc1ccccc1C(=O)NCCC(=O)N1CCN(S(=O)(=O)c2cccc(Cl)c2)CC1,-0.1,12,-5,-4,0.4,-3.3,-1.1,2,-2
CCC(=O)c1ccc(OCC(=O)OCC(=O)NCC2CCCCC2)cc1,0.4,23,1,7,x,-3.5,-0.5,-1,-1
O=C(Nc1c(C(=O)N2CCOCC2)cnn1-c1ccccc1)c1ccc(F)cc1,x,5,-2,x,-1.0,-1.0,0.2,8,1
COc1ccccc1NC(=O)COc1ccc(Br)cc1CO,1.2,-1,2,7,-1.5,1.3,1.6,5,3
CCCCn1c(N)c(N(CCC(C)C)C(=O)c2ccccc2C)c(=O)[nH]c1=O,-1.6,10,-6,-42,1.0,-2.7,0.0,1,-3
COc1cccc(OC)c1CNC(=O)CCSCc1ccccc1F,-0.7,6,6,-1,x,-2.9,1.2,-8,6
O=C(Nc1ccc(OC(F)(F)F)cc1)c1ccc(-n2cncn2)nc1,-0.8,-13,11,1,x,-0.3,0.7,1,-4
Nc1nonc1C(=O)N/N=C/c1ccc(-c2ccc(Cl)c(C(=O)O)c2)o1,0.1,7,-5,-2,x,-4.6,2.3,25,-3
CC(C)NC(=S)N1CCn2c(nc3ccccc32)C1,-0.3,1,2,2,-0.2,-0.7,-0.3,-4,2
O=C1OCCN/C1=C\C(=O)c1ccc(Cl)cc1,-1.6,0,-2,-3,-2.5,0.3,-2.9,16,0
CCOc1ccc(-n2c(=S)sc3c(=O)[nH]c(SCC(=O)NCc4ccco4)nc32)cc1,u,10,-3,4,x,-0.2,-1.2,17,-4
O=C(Nc1ccc2oc(-c3cccnc3)nc2c1)c1cccnc1,1.3,-9,-2,9,u,-4.5,2.4,-2,6
N/C(=N\OC(=O)C(c1ccccc1)c1ccccc1)c1ccncc1,0.0,-9,7,3,x,-3.3,1.9,0,0
O=Cc1c(NCc2ccc(F)cc2)c2ccccc2[nH]c1=O,-1.7,-5,3,2,1.7,0.7,1.0,9,2
COc1cc(/C=C/c2nc3ccccc3c(=O)[nH]2)cc(Cl)c1O,-1.4,13,4,1,-1.2,0.3,-2.9,2,-4
O=C(NCc1ccccn1)Nc1ccc(Cl)cc1,2.1,-13,-4,u,2.4,-2.9,-3.8,-7,0
CC(C)N(C)c1ncnc2c1ncn2[C@H]1CN(C2CCCC2)C[C@@H](CO)O1,-0.2,-3,-5,-14,1.1,-0.8,x,8,1
Cc1onc(-c2c(Cl)cccc2Cl)c1C(N)=S,0.3,1,3,-3,x,0.6,-2.8,6,0
O=C(NCc1ccc(Cl)cc1)c1cc(=O)nc2sc(-c3ccccc3)nn12,0.0,3,-4,-8,-0.6,-2.4,2.8,10,5
CCN1C(=O)N(C)C2(c3ccccc3)N(C)C(=O)N(C)C12c1ccccc1 (configuration not stated),-0.1,-2,-6,-4,-0.3,-1.5,2.7,-3,0
